# Screening results: PubChem, several laboratories
# SSB-PriA inh: K. pneumoniae PriA-SSBct interaction inhibition. AlphaScreen SSBct-PriA binding, biotinylated peptide. inhibition, % at 33 µM. actives 0.6% (n = 430,000). AID 1272365; in the data active = inhibition mostly above about 37%, no sharp cut-off; inactive = mostly below about 20%;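 also: plate controls were negative control peptide for no effect and reference peptide for full effect; strong numbers were not always called active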
# Anthrax LF prot: inhibitors of Bacillus anthracis lethal factor protease. P15917. multiplex microsphere protease cleavage assay, LF. inhibition, % at 10 µM. actives 0.12% (n = 360,000). AID 588501; also: plate controls were buffer without enzyme for full effect and enzyme alone for no effect
# BoNT-A LC inh2: inhibitors of Botulinum neurotoxin A light chain protease. multiplex microsphere protease substrate cleavage, flow cytometry. inhibition, % at 10 µM. actives 0.17% (n = 360,000). AID 588499; also: plate controls were buffer without enzyme for full effect and enzyme alone for no effect
# 3CLpro inhibitor: SARS-CoV 3CLpro protease inhibition. P0C6X7. recombinant SARS-CoV 3CLpro, quenched FRET peptide cleavage. inhibition, % at 6 µM. actives 0.14% (n = 290,000). AID 1706; in the data active = inhibition above about 12%
# Yp Topo-I inh: Y. pestis Topo-I inhibition via cleavage products; Y. pestis Topo-I cleavage product accumulation, plate reader; activity, % at 10 µM; actives 0.064% (n = 360,000); AID 504884; in the data active = activity above about 50%, passing the limit was not always enough; inconclusive = no clear call, values can overlap the other calls; also: inactives centre near 2
# TcdB inh: inhibitors of Clostridioides difficile toxin B glycohydrolase; inhibition, % at 9.99 µM; AID 652162; TcdB glycohydrolase enzymatic assay, plate reader; actives 0.24% (n = 350,000); in the data active = inhibition above about 10%
# Target sequence (P18177 whole entry, looked up): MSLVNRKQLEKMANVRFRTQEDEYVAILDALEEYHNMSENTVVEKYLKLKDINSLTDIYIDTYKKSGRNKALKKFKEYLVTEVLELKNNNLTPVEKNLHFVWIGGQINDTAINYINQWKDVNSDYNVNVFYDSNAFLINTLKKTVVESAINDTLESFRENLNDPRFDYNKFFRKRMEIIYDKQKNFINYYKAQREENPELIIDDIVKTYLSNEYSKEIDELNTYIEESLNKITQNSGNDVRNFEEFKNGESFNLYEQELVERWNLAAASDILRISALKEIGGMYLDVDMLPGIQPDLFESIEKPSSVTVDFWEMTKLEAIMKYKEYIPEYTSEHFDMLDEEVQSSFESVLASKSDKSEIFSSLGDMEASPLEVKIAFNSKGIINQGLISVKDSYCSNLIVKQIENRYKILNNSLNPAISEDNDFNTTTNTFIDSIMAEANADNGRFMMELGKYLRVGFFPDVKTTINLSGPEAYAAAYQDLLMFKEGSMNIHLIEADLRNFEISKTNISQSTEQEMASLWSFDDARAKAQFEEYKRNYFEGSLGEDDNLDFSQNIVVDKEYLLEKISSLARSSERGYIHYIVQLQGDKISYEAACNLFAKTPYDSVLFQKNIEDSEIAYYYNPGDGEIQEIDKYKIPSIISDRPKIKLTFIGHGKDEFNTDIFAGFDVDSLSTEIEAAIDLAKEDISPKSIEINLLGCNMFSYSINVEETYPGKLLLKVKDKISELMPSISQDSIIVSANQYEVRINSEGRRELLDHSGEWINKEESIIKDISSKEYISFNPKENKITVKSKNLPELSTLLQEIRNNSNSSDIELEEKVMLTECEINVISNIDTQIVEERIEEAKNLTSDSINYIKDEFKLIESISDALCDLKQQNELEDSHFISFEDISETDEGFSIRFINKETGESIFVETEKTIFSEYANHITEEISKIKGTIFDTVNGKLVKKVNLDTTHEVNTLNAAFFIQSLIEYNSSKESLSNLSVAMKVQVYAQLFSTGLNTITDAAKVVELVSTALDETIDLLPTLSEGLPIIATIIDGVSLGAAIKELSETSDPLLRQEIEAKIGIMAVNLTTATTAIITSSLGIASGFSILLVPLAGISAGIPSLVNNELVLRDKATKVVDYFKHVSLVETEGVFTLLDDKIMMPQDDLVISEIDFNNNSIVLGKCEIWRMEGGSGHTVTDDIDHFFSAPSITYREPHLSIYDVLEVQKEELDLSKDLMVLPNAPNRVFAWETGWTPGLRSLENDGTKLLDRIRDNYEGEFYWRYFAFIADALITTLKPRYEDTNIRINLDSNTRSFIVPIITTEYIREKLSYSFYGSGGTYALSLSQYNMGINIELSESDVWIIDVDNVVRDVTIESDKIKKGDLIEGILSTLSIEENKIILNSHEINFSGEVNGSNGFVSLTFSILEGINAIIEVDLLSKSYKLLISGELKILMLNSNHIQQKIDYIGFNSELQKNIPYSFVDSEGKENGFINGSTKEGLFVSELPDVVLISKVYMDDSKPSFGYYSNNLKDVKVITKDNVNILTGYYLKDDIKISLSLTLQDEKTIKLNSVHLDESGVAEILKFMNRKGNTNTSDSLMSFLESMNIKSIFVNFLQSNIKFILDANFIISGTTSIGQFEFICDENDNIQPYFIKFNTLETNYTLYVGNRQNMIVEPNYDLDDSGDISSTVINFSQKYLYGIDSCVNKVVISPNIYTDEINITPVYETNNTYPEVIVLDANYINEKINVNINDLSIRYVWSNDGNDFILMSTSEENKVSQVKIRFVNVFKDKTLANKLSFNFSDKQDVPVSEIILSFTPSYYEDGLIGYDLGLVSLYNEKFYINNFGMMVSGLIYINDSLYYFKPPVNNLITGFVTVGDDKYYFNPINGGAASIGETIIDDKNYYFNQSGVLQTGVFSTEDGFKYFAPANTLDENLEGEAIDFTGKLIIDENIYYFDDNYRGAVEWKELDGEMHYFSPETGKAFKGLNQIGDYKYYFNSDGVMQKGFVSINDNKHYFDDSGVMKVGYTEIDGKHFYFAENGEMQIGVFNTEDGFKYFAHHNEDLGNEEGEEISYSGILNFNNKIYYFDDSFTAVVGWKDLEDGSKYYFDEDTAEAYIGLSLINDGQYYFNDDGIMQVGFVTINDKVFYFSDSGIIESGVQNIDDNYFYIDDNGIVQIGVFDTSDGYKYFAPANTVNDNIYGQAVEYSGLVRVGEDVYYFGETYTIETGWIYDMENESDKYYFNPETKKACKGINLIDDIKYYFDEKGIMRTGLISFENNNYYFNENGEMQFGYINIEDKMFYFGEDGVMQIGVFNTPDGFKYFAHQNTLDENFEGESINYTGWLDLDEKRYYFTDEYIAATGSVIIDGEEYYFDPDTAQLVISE
# BH1578 lux ind: induces V. cholerae light production without autoinducers. V. cholerae BH1578 lux reporter, luminescence, 6 h. activation, % at 18.7 µM. actives 0.16% (n = 350,000). AID 588436; in the data active = activation mostly above about 9.7%, no sharp cut-off; inconclusive = no clear call, values can overlap the other calls; inactive = mostly below about 3.7%; also: not every result past the cut was called active; inactives centre near 0; reference of the scale not given here
# PfHsp40 yeast: compounds rescuing yeast from Plasmodium falciparum HSP40 toxicity | S. cerevisiae expressing PfHsp40, growth rescue, ATP luminescence | growth rescue, % at 12.5 µM | actives 0.68% (n = 340,000); in the data active = growth rescue above about 28%, passing the limit was not always enough; inconclusive = no clear call, values can overlap the other calls;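 also: yeast W303a lacking pdr1 and pdr3 grown in galactose medium; growth measured after three days at 30 °C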
# PrPC TRFRET: inhibitors of human cell surface prion protein PrPC. P04156. TR-FRET read-out. inhibition, % at 13.8 µM. actives 0.43% (n = 370,000). AID 720596; in the data active = inhibition above about 24%; also: 0% = median of the test wells and 100% = reference compound wells
# * hit, by the source's call; i = inactive; ? = inconclusive; . = not tested or not shown; & = joins results of further samples. Rule as the data show it, unless noted: active = inhibition above about 30%; inconclusive = no clear call, values can overlap the other calls; inactive = below that. An excerpt; the hit share may differ from the screen's.
cpd	compound	SSB-PriA inh	Anthrax LF prot	BoNT-A LC inh2	3CLpro inhibitor	Yp Topo-I inh	TcdB inh	BH1578 lux ind	PfHsp40 yeast	PrPC TRFRET
1	Cn1ccc(NC(=O)Nc2cccc(C(F)(F)F)c2)n1	9	0	-0.3	4	4	0.9	-4.2	0.7	-9
2	CCOC(=O)C1(Cc2cccc(F)c2)CCN(CC2CC2)CC1	-13	-7	-0.8	-4	7	0.7	i	-0.1	-6
3	CCN(C(=O)COC(=O)c1cccs1)c1c(N)n(Cc2ccccc2)c(=O)[nH]c1=O	-12	0	2.2	.	8	1.3	-0.3	0.1	3
4	CC(O)C1CCC2C3CCC4CC(O)CCC4(C)C3C(=O)CC12C (stereo not given)	-5	1	0.6	.	19	1.0	-0.4	1.9	-4
5	CCOc1ccc(Br)cc1C1=CC(=O)C[C@H](c2ccc(OC)cc2)C1	-7	-1	0.2	.	33	0.7	i	1.1	-3
6	Cc1cc(C(=O)NC(C)CCC(C)C)c2ccccc2n1 (stereo not given)	6	-3	0.8	0	-9	0.3	-0.2	-0.6	3
7	CN(C)N=Nc1ccc(S(=O)(=O)N2CCSC2C(=O)O)cc1 (stereo not given)	-20	-3	?	-5	-8	.	i	-1.6	-2
8	CCc1ccc(NC(=S)N2CCN(C)CC2)cc1	1	0	1.6	0	1	0.8	i	1.1	1
9	NS(=O)(=O)c1ccc(CCNC(=O)COC(=O)CCN2C(=O)C3CC=CCC3C2=O)cc1 (stereo not given)	-6	-1	2.7	.	3	1.3	1.3	-0.2	5
10	CCOc1cc(C2C(C(=O)c3ccccc3)=C(C(=O)OC)Nc3nnnn32)ccc1O (stereo not given)	4	6	0.5	-1	3	.	i	-0.8	1
11	C/C(CC(=O)Nc1ccccn1)=N\NC(=O)c1cccc(C)c1	.	-4	0.7	2	-1	-2.1	-0.3	-1.2	-5
12	COc1ccccc1N1CCN(C(CNC(=O)Oc2ccccc2)c2cccnc2)CC1 (stereo not given)	-7	-1	0.5	-2	-1	.	5.9	-1.2	-9

# Next part:
cpd	compound	SSB-PriA inh	Anthrax LF prot	BoNT-A LC inh2	3CLpro inhibitor	Yp Topo-I inh	TcdB inh	BH1578 lux ind	PfHsp40 yeast	PrPC TRFRET
13	Cc1ccc(C(=O)c2oc3ccc(Cl)cc3c2NC(=O)CN2CCN(C)CC2)cc1	6	-3	-1.2	-4	1	0.6	i	0.0	-10
14	CC(C)(C)OC(=O)[C@H](Cc1ccccc1)NC(=O)c1ncn2c1c(=O)[nH]c1ccc(Br)cc12	.	2	-0.4	.	9	1.9	-0.4	.	2
15	Cc1ccc(-n2c(O)c(C=NCCN3CCOCC3)c(=O)[nH]c2=O)cc1	-2	0	-1.4	6	-5	.	-0.3	2.4	2
16	Cc1nc(Nc2ccc3c(c2)OCCO3)c2c(C)c(C)sc2n1	3	-1	0.2	2	24	1.4	-0.4	3.6	15
17	CC(=O)Nc1c2c(nn1-c1ccc(C)cc1)CS(=O)(=O)C2	5	19	-2.8	-2	5	0.4	i	-1.0	-3
18	COC(=O)c1ccc(S(=O)(=O)N2CCN(CCO)CC2)n1C	-8	.	.	4	-3	0.1	0.8	-0.5	-2
19	COc1ccc(CC(=O)NC(=S)Nc2cccc(CO)c2)cc1	4	.	.	.	3	2.3	-0.6	.	-5
20	Cc1ccc[n+](-c2nc([O-])sc2C=O)c1	-11	-8	-1.6	-3	-8	0.7	-1.8	-0.5	-18
21	COC(=O)Cc1ccc(NC(=O)c2cccs2)cc1	-6	-9	-0.8	-1	-6	.	11	1.6	4
22	COc1ccccc1C(=O)Nc1ccc(S(=O)(=O)Nc2onc(C)c2C)cc1	-6	-6	-0.7	0	2	1.8	i	-1.9	5
23	COCCn1c(COc2cccc(OC)c2)nnc1SCC(=O)NC1CCCCC1	-12	0	0.5	-3	6	1.2	-0.2	0.3	-1
24	O=c1[nH]c(CN2CCN(c3ccccc3)CC2)nc2ccccc12	8&-8	-2	-0.5	2	11	.	2.0	0.1	-2

# Additional entries.
cpd	compound	SSB-PriA inh	Anthrax LF prot	BoNT-A LC inh2	3CLpro inhibitor	Yp Topo-I inh	TcdB inh	BH1578 lux ind	PfHsp40 yeast	PrPC TRFRET
25	OCC1CCCN(Cc2cn(Cc3ccccc3)nc2-c2cc3ccccc3o2)C1 (stereo not given)	6	-5	0.0	4	-11	-0.1	-0.3	0.1	7
26	Cc1cc(Br)ccc1NC(=O)CNC(=O)CNc1cccc([N+](=O)[O-])c1	-8	-5	-0.2	.	-16	0.8	i	0.0	-10
27	COc1ccccc1-c1cccc([C@@H]2C[C@H]3[C@H](CON3C)CN2S(=O)(=O)c2ccccc2C)c1	-11	-4	-0.3	.	34	0.4	i	0.0	-3
28	COc1cc(-c2nc3ccc(C)cn3c2Nc2ccc3c(c2)OCCO3)ccc1O	55*	-6	-1.5	-3	-5	1.3	i	0.2	5
29	Nc1ccn(CC(=O)NCCc2ccccn2)c(=O)n1	-8	0	-1.1	.	-4	-0.1	i	1.0	-2
30	CCOP(=O)(OCC)c1cccc(OP(=O)(c2cccc([N+](=O)[O-])c2)c2cccc([N+](=O)[O-])c2)c1	8	4	-0.2	6	-11	1.4	-0.5	.	4
31	O=C(NCCCN1CCOCC1)c1ccc(Cl)c(S(=O)(=O)N2CCCCCC2)c1	-2	-6	0.6	-1	-13	.	.	-0.8	3
32	COc1ccccc1N(CC(O)COc1ccc(C)cc1)S(=O)(=O)c1ccccc1 (stereo not given)	-10	1	-0.3	8	32	-0.1	-0.5	-0.2	9
33	O=C(NCCNC(=O)c1cccnc1)c1ccc(Br)cc1	3	-5	0.2	-2	4	0.6	-1.1	-0.4	-3
34	COc1ccc(OC)c(C(O)CNC(=O)CN)c1 (stereo not given)	-5	3	-0.6	.	1	1.4	3.8	-1.0	3
35	NC(=O)c1cc(S(=O)(=O)NCc2cccs2)cs1	4	1	-0.9	1	-3	0.2	-0.5	-0.2	1
36	CC1(C)CC2(CC(C)(C)NC(=O)N2)NC(=O)N1	-16	3	0.0	-4	1	.	-0.2	22	-4

# (continued)
# Keys: A = SSB-PriA inh; B = Anthrax LF prot; C = BoNT-A LC inh2; D = 3CLpro inhibitor; E = Yp Topo-I inh; F = TcdB inh; G = BH1578 lux ind; H = PfHsp40 yeast; I = PrPC TRFRET
37: O=C(COc1ccc(Cl)cc1)Nc1nnc(-c2ccco2)o1
  A: -8 | B: -6 | C: -0.6 | D: 0 | E: -6 | F: 0.2 | G: i | H: -1.0 | I: -4
38: S=c1[nH]ncn1/N=C/c1ccco1
  A: . | B: -10 | C: -0.2 | D: . | E: 3 | F: 1.9 | G: 0.0 | H: . | I: 3
39: CCOC(=O)c1sc(NC(=O)c2ccc(Br)o2)cc1C
  A: -2 | B: -2 | C: -0.1 | D: 3 | E: -5 | F: . | G: 1.1 | H: 1.0 | I: 7
40: O=C1CC(C(=O)Nc2ccccc2)N=C(N2CCCCC2)N1 (stereo not given)
  A: -21 | B: 1 | C: 0.0 | D: -7 | E: 2 | F: . | G: 1.6 | H: -0.9 | I: 3
41: CC(=O)Nc1ccc(Sc2ccccc2C(=O)N2CCCC2)cn1
  A: 4 | B: -3 | C: -0.7 | D: -4 | E: 0 | F: -0.1 | G: 0.2 | H: -1.2 | I: 5
42: O=C(c1cccnc1)N1CCCC(Nc2ccc(F)cc2)C1 (stereo not given)
  A: 1 | B: 4 | C: 1.3 | D: -1 | E: 2 | F: -2.0 | G: 6.2 | H: -0.3 | I: -2
43: Cc1[nH]c2c(C(=O)N3CCCC(CCC(=O)NCc4ccccc4F)C3)cccc2c1C (stereo not given)
  A: -9 | B: -2 | C: -1.0 | D: -1 | E: 32 | F: 0.7 | G: -0.4 | H: 1.3 | I: 10
44: CCOc1cc(C(=O)Nc2ccc(S(=O)(=O)Nc3onc(C)c3C)cc2)cc(OCC)c1OCC
  A: -5 | B: 0 | C: -0.5 | D: . | E: 6 | F: 0.0 | G: i | H: 0.1 | I: 3
45: O=C(NCc1cccs1)C1CCCN(S(=O)(=O)c2cccs2)C1 (stereo not given)
  A: 10 | B: 0 | C: -2.2 | D: 0 | E: -4 | F: . | G: -0.5 | H: -0.4 | I: 1
46: COc1ccc(NC(=O)C2CCN(S(=O)(=O)c3ccc4c(c3)CC(C)N4C(C)=O)CC2)cc1OC (stereo not given)
  A: -23 | B: -3 | C: 1.4 | D: -2 | E: 6 | F: -1.0 | G: -0.4 | H: -0.9 | I: -2

# Look-ups from the list.
# In BH1578 lux ind, CCOC(=O)c1sc(NC(=O)c2ccc(Br)o2)cc1C has 1.1
# In BoNT-A LC inh2, CC(O)C1CCC2C3CCC4CC(O)CCC4(C)C3C(=O)CC12C (stereo not given) has 0.6

# Of the compounds above, these contain an aryl methoxy group:
# Keys: A = SSB-PriA inh; B = Anthrax LF prot; C = BoNT-A LC inh2; D = 3CLpro inhibitor; E = Yp Topo-I inh; F = TcdB inh; G = BH1578 lux ind; H = PfHsp40 yeast; I = PrPC TRFRET
5: CCOc1ccc(Br)cc1C1=CC(=O)C[C@H](c2ccc(OC)cc2)C1
  A: -7 | B: -1 | C: 0.2 | D: . | E: 33 | F: 0.7 | G: i | H: 1.1 | I: -3
12: COc1ccccc1N1CCN(C(CNC(=O)Oc2ccccc2)c2cccnc2)CC1 (stereo not given)
  A: -7 | B: -1 | C: 0.5 | D: -2 | E: -1 | F: . | G: 5.9 | H: -1.2 | I: -9
19: COc1ccc(CC(=O)NC(=S)Nc2cccc(CO)c2)cc1
  A: 4 | B: . | C: . | D: . | E: 3 | F: 2.3 | G: -0.6 | H: . | I: -5
22: COc1ccccc1C(=O)Nc1ccc(S(=O)(=O)Nc2onc(C)c2C)cc1
  A: -6 | B: -6 | C: -0.7 | D: 0 | E: 2 | F: 1.8 | G: i | H: -1.9 | I: 5
23: COCCn1c(COc2cccc(OC)c2)nnc1SCC(=O)NC1CCCCC1
  A: -12 | B: 0 | C: 0.5 | D: -3 | E: 6 | F: 1.2 | G: -0.2 | H: 0.3 | I: -1
27: COc1ccccc1-c1cccc([C@@H]2C[C@H]3[C@H](CON3C)CN2S(=O)(=O)c2ccccc2C)c1
  A: -11 | B: -4 | C: -0.3 | D: . | E: 34 | F: 0.4 | G: i | H: 0.0 | I: -3
28: COc1cc(-c2nc3ccc(C)cn3c2Nc2ccc3c(c2)OCCO3)ccc1O
  A: 55* | B: -6 | C: -1.5 | D: -3 | E: -5 | F: 1.3 | G: i | H: 0.2 | I: 5
32: COc1ccccc1N(CC(O)COc1ccc(C)cc1)S(=O)(=O)c1ccccc1 (stereo not given)
  A: -10 | B: 1 | C: -0.3 | D: 8 | E: 32 | F: -0.1 | G: -0.5 | H: -0.2 | I: 9
34: COc1ccc(OC)c(C(O)CNC(=O)CN)c1 (stereo not given)
  A: -5 | B: 3 | C: -0.6 | D: . | E: 1 | F: 1.4 | G: 3.8 | H: -1.0 | I: 3
46: COc1ccc(NC(=O)C2CCN(S(=O)(=O)c3ccc4c(c3)CC(C)N4C(C)=O)CC2)cc1OC (stereo not given)
  A: -23 | B: -3 | C: 1.4 | D: -2 | E: 6 | F: -1.0 | G: -0.4 | H: -0.9 | I: -2
